ssDAF-12 act: activates DAF-12 receptor from parasite S. stercoralis. activation, % at 6.8 µM. 370,000 compounds, 1% hits. HEK293 ssDAF-12/GRIP1 lit1-tk-luc reporter, luminescence; % of 3 µM dafachronic acid response;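 active = activation above the mean over all tested compounds plus 3 SD, cut at about 0.9% in these data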;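 also: 0% = DMSO-only wells and 100% = 3 µM delta7-dafachronic acid wells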
proKLK7 act: activators of human kallikrein-7 zymogen | purified proKLK7, EDANS-DABCYL substrate fluorescence; 100% is mature enzyme control, 0% vehicle | P49862 | AID 652039 | 370,000 compounds, 0.9% hits | activation, % at 7 µM;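 active = activation above the mean of all tested compounds plus 3 SD, computed per campaign excluding outliers beyond control limits, cut at about 13% in these data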
Target sequence (P49862 whole entry, looked up): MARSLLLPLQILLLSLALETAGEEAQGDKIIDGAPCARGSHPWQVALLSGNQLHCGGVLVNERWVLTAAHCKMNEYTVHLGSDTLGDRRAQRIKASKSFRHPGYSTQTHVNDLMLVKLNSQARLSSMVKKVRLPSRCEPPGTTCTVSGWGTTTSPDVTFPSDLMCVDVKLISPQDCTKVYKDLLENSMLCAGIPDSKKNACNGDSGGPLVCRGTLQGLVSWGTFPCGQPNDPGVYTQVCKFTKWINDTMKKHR
DAX1 inh-1: DAX1 (NR0B1) inhibition, primary screen; 370,000 compounds, 1.1% hits; HEK293T StAR-luciferase reporter, SF-1/DAX-1 repression relief; inhibition, % at 6.8 µM; AID 652010;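 active = inhibition above the mean over all tested compounds plus 3 SD, cut at about 3.6% in these data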;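 also: 0% = DAX-1 cells with DMSO and 100% = cells lacking DAX-1 with DMSO; higher inhibition means more luminescence from relief of DAX-1 repression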
GAA850 FXN act: frataxin GAA850 promoter activation; HEK293 lucGAA850 FXN promoter luciferase reporter, 24 h; percent of 10 µM SAHA response; activation, % at 6 µM; 360,000 compounds, 0.56% hits; AID 540364;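 active = activation above the average of all compounds screened plus 3 SD, cutoff fixed separately per campaign, cut at about 7.5% in these data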;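 also: 0% = DMSO wells and 100% = 10 µM SAHA wells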
SMARCA2 activ: activators of SMARCA2 function; AID 652017; MG213 cells, MMTV-luciferase reporter, dexamethasone, overnight; 370,000 compounds, 1% hits; activation, % at 9.1 µM; in the data active = activation above about 7.8%;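 also: 0% = vehicle wells and 100% = reference activator wells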
NPR2 activator: GC-B (human) receptor activation. HEK293-GC-B cells, CNP EC30, cGMP TR-FRET; 0% at EC30 CNP, 100% saturating CNP. activation, % at 10 µM. 370,000 compounds, 0.11% hits. AID 1920062;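 active = activation at 10 µM reaching about 35% in either raw or pattern-adjusted values, limit read from the data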
sPLA2-III inh: Blocks human group III sPLA2 activity | Q9NZ20 | QFRET BODIPY PC-A2 liposome hydrolysis, fluorescence | inhibition, % at 12.2 µM | 370,000 compounds, 0.56% hits | AID 743126;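 active = inhibition above mean plus 3 SD of compounds lying within the high and low control bounds, cut at about 19% in these data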;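 also: 0% = median of test compound wells and 100% = no enzyme DMSO wells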
Target sequence (Q9NZ20 whole entry, looked up): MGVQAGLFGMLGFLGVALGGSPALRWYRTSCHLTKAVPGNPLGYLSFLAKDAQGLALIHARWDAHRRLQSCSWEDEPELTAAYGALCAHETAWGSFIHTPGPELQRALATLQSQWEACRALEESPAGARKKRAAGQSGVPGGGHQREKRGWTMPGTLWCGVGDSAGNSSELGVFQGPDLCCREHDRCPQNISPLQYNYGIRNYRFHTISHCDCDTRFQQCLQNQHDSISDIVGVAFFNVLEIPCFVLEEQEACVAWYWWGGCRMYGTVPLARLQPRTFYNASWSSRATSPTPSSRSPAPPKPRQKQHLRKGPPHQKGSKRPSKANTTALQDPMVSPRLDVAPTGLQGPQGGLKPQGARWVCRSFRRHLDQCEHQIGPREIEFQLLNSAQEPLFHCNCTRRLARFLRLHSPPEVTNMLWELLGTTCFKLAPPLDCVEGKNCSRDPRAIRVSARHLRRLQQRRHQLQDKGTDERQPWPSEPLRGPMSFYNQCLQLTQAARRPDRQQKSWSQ
GC-A act: GC-A (human) enzyme activation | P16066 | HEK293 GC-A cells, cGMP TR-FRET, EC30 ANP; 0% at EC30 ANP, 100% saturating ANP | activation, % at 10 µM | 370,000 compounds, 0.14% hits | AID 1671463; in the data active = activation above about 40%
hgDAF-12 ag: activates the H. glycines DAF-12 receptor ligand-binding domain | HEK293 GAL4-hgDAF12 UAS-luciferase reporter, agonist luminescence; normalized to butyrate control | activation, % at 6.8 µM | 370,000 compounds, 1.8% hits | AID 687014;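 active = activation above a cutoff set at the mean of all screened compounds plus 3 SD, cut at about 10% in these data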;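 also: 0% = DMSO wells and 100% = sodium butyrate wells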
hcDAF12 agonist: activates DAF-12 receptor from parasite H. contortus. 370,000 compounds, 1.4% hits. HEK293 hcDAF-12 lit1-tk-luc reporter, luminescence; 0% DMSO, 100% Δ7-dafachronic acid. activation, % at 6.8 µM;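 active = activation above the mean of all tested compounds plus 3 SD, cut at about 5.5% in these data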;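 also: 100% = response to 3 µM Δ7-dafachronic acid high control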
DAX1 inh-2: inhibitors of human orphan nuclear receptor DAX1 (NR0B1); HEK293 Gal4-DAX1 luciferase reporter, luminescence; inhibition, % at 6.75 µM; 340,000 compounds, 0.99% hits; AID 504766;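 active = inhibition above the mean over all tested compounds plus 3 SD, cut at about 4.2% in these data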;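 also: 0% = DAX1-transfected cells with DMSO and 100% = empty-vector control cells with DMSO; inhibition shows as a rise in luminescence from relieved DAX1 repression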
Target sequence (P51843 207-470 limits assumed): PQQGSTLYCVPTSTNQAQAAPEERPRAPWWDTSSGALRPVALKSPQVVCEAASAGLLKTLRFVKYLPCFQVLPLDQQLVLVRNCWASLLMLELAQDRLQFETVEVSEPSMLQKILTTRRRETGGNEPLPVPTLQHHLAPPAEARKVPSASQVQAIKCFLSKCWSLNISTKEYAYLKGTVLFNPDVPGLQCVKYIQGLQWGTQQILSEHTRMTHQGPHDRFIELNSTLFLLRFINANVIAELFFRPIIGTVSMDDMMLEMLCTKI
Active calls of the source: *.

`CCOC(=O)[C@]12CCC=C1N(Cc1ccccc1)C(=O)[C@H](CC(=O)N1CCSCC1)C2` gave ssDAF-12 act -0.6, proKLK7 act -0.5, DAX1 inh-1 -0.2, SMARCA2 activ -4, NPR2 activator 4, sPLA2-III inh 1, GC-A act -3, hgDAF-12 ag -1.0 and hcDAF12 agonist 2.2.
`Cc1cc2c(cc1C)-n1nnnc1C(N1CCN(C(=O)OCc3ccccc3)CC1)C(=O)N2` (configuration not stated) gave ssDAF-12 act -0.4, proKLK7 act 0.0, DAX1 inh-1 -0.2, SMARCA2 activ -3, NPR2 activator -1, sPLA2-III inh -3, GC-A act -1, hgDAF-12 ag 3.1 and hcDAF12 agonist -0.9.
`NS(=O)(=O)c1cccc(NC(=O)COC(=O)c2cc(-c3ccc(Cl)cc3)nc3ccccc23)c1` gave ssDAF-12 act -2.0, proKLK7 act -9.3, DAX1 inh-1 -0.9, GAA850 FXN act 0.1, SMARCA2 activ 1, NPR2 activator -8, sPLA2-III inh -28, GC-A act -2, hgDAF-12 ag 1.4, hcDAF12 agonist -2.8 and DAX1 inh-2 -1.8.
`Oc1ccccc1Nc1ccccn1` gave ssDAF-12 act -0.6, proKLK7 act -0.3, DAX1 inh-1 0.6, GAA850 FXN act 1.1, SMARCA2 activ -2, NPR2 activator -2, sPLA2-III inh -1, GC-A act -1, hgDAF-12 ag 0.7, hcDAF12 agonist -1.8 and DAX1 inh-2 -1.1.
Screening O=C(COc1ccc(/C=N/NC(=O)c2ccc(O)cc2)cc1)Nc1ccc([N+](=O)[O-])cc1 returned ssDAF-12 act -1.0, proKLK7 act -0.4, DAX1 inh-1 -0.1, GAA850 FXN act 1.4, SMARCA2 activ -3, NPR2 activator 1, sPLA2-III inh 11, GC-A act -7, hgDAF-12 ag -1.3, hcDAF12 agonist 1.3 and DAX1 inh-2 -0.9.
`Oc1c(CN2CCCCC2)cc(COCc2ccccc2)c2cccnc12` gave ssDAF-12 act -1.6, proKLK7 act -0.1, DAX1 inh-1 -1.0, GAA850 FXN act -1.0, SMARCA2 activ 1, sPLA2-III inh 8, hgDAF-12 ag -5.5, hcDAF12 agonist -0.7 and DAX1 inh-2 -3.9.
Screening CCC(=O)NC(=S)Nc1cccc(Cl)c1N1CCCC1 returned ssDAF-12 act -1.7, proKLK7 act 0.0, DAX1 inh-1 -0.1, GAA850 FXN act 0.9, SMARCA2 activ -5, NPR2 activator -12, sPLA2-III inh 3, GC-A act -10, hgDAF-12 ag 1.6, hcDAF12 agonist -0.4 and DAX1 inh-2 -0.5.
`COc1ccc(-n2c(=S)[nH]c3cc(C(=O)NCc4cccnc4)ccc3c2=O)cc1` gave ssDAF-12 act -0.8, proKLK7 act -0.4, DAX1 inh-1 -0.2, GAA850 FXN act 2.2, SMARCA2 activ 0, NPR2 activator -2, sPLA2-III inh 10, GC-A act 0, hgDAF-12 ag -1.2, hcDAF12 agonist -1.3 and DAX1 inh-2 -0.6.
For C[C@H](NC(=O)[C@@H]1Cc2ccccc2CN1)C(=O)NC[C@H]1CC[C@H](C(=O)O)CC1 the results were ssDAF-12 act -0.7, proKLK7 act 0.0, DAX1 inh-1 0.6, GAA850 FXN act -0.4, SMARCA2 activ -1, NPR2 activator -1, sPLA2-III inh 0, GC-A act 3, hgDAF-12 ag -1.7, hcDAF12 agonist 0.2 and DAX1 inh-2 0.2.
O=C(NCCCN1CCOCC1)c1ccccc1 was read as ssDAF-12 act -1.0, proKLK7 act -0.4, DAX1 inh-1 -0.1, GAA850 FXN act 1.5, SMARCA2 activ -2, NPR2 activator 9, sPLA2-III inh 9, GC-A act -7, hgDAF-12 ag 0.0, hcDAF12 agonist -0.4 and DAX1 inh-2 1.4.
COC(=O)c1cc(OC)c(OC)cc1NC(=O)c1cc(OC)cc(OC)c1 was read as ssDAF-12 act -1.5, proKLK7 act -0.4, DAX1 inh-1 -0.1, GAA850 FXN act -0.6, SMARCA2 activ 1, NPR2 activator 0, sPLA2-III inh 1, GC-A act 4, hgDAF-12 ag -0.2, hcDAF12 agonist 0.2 and DAX1 inh-2 0.3.
Cc1coc(NC(=O)CSc2nc(-c3ccc(Cl)cc3)cc(C(F)(F)F)c2C#N)n1 was read as ssDAF-12 act 0.9, proKLK7 act -0.1, DAX1 inh-1 -0.6, GAA850 FXN act 2.1, SMARCA2 activ -3, NPR2 activator -16, sPLA2-III inh 1, GC-A act -24, hgDAF-12 ag 1.6, hcDAF12 agonist 4.5 and DAX1 inh-2 0.5.
Screening C=CCCC1CN(Cc2ccc(OC)cc2)S(=O)(=O)c2c(F)cccc2O1 (configuration not stated) returned ssDAF-12 act -1.1, proKLK7 act -0.7, DAX1 inh-1 3.4, SMARCA2 activ -1, NPR2 activator 3, sPLA2-III inh 3, GC-A act 0, hgDAF-12 ag 5.5 and hcDAF12 agonist -0.3.
COc1ccc2nc(N3C(=O)C(O)=C(C(=O)c4ccco4)C3c3ccc(OC)c(OC)c3)sc2c1 (configuration not stated) was read as ssDAF-12 act -0.8, proKLK7 act 1.5, DAX1 inh-1 2.2, GAA850 FXN act 4.0, SMARCA2 activ 4, NPR2 activator 3, sPLA2-III inh -9, GC-A act 0, hgDAF-12 ag 0.6, hcDAF12 agonist -2.1 and DAX1 inh-2 2.5.
O=C(NCc1ccccc1)Oc1cccc(Cl)c1 was read as ssDAF-12 act -1.3, proKLK7 act 0.4, DAX1 inh-1 -0.1, GAA850 FXN act 1.0, SMARCA2 activ 1, NPR2 activator 2, sPLA2-III inh -5, GC-A act 1, hgDAF-12 ag 1.0, hcDAF12 agonist 0.7 and DAX1 inh-2 3.3.

Reprinted from the part before: 2 entries, then new ones.
COc1ccc2nc(N3C(=O)C(O)=C(C(=O)c4ccco4)C3c3ccc(OC)c(OC)c3)sc2c1 (configuration not stated) was read as ssDAF-12 act -0.8, proKLK7 act 1.5, DAX1 inh-1 2.2, GAA850 FXN act 4.0, SMARCA2 activ 4, NPR2 activator 3, sPLA2-III inh -9, GC-A act 0, hgDAF-12 ag 0.6, hcDAF12 agonist -2.1 and DAX1 inh-2 2.5.
O=C(NCc1ccccc1)Oc1cccc(Cl)c1 was read as ssDAF-12 act -1.3, proKLK7 act 0.4, DAX1 inh-1 -0.1, GAA850 FXN act 1.0, SMARCA2 activ 1, NPR2 activator 2, sPLA2-III inh -5, GC-A act 1, hgDAF-12 ag 1.0, hcDAF12 agonist 0.7 and DAX1 inh-2 3.3.
Screening Cn1c(CSCc2ccccc2)nnc1SCC(=O)Nc1ccc(C(=O)O)cc1 returned ssDAF-12 act 0.4, proKLK7 act 0.3, DAX1 inh-1 1.0, GAA850 FXN act -1.0, SMARCA2 activ -2, NPR2 activator 8, sPLA2-III inh -3, GC-A act -2, hgDAF-12 ag -1.9, hcDAF12 agonist -0.2 and DAX1 inh-2 -0.3.
Screening O=C1COc2ccc(C(=O)COC(=O)Cn3cnc4ccccc43)cc2N1 returned ssDAF-12 act -1.0, proKLK7 act 0.2, DAX1 inh-1 0.1, GAA850 FXN act 2.1, SMARCA2 activ 4, NPR2 activator -1, sPLA2-III inh -8, GC-A act -5, hgDAF-12 ag 1.7, hcDAF12 agonist -1.0 and DAX1 inh-2 1.1.
For N#CCSc1nnc(CNc2ccc(F)cc2)o1 the results were ssDAF-12 act -1.4, proKLK7 act 0.0, DAX1 inh-1 0.6, GAA850 FXN act -0.7, SMARCA2 activ -4, NPR2 activator -2, sPLA2-III inh 7, GC-A act 1, hgDAF-12 ag -1.9, hcDAF12 agonist 1.5 and DAX1 inh-2 -0.1.
Screening CCN=C(Nc1ccc(Cl)cc1)c1cccnc1 returned ssDAF-12 act -1.2, proKLK7 act 0.4, DAX1 inh-1 -0.3, GAA850 FXN act 1.9, SMARCA2 activ -1, NPR2 activator 1, sPLA2-III inh 3, GC-A act 2, hgDAF-12 ag -3.4, hcDAF12 agonist -2.3 and DAX1 inh-2 -1.0.
Screening CC(N=C1NS(=O)(=O)c2ccccc21)C(=O)Nc1ccc(F)cc1Cl (configuration not stated) returned ssDAF-12 act -1.5, proKLK7 act 0.6, DAX1 inh-1 0.4, GAA850 FXN act -1.2, SMARCA2 activ -4, NPR2 activator -1, sPLA2-III inh 9, GC-A act -5, hgDAF-12 ag -0.9, hcDAF12 agonist -1.2 and DAX1 inh-2 0.3.
`O=C1[C@H]2[C@@H](c3ccccc3)N[C@]3(CCCN(Cc4ccc(C(F)(F)F)cc4)C3=O)[C@H]2C(=O)N1Cc1ccccc1` gave ssDAF-12 act -1.6, proKLK7 act -0.9, DAX1 inh-1 -1.3, GAA850 FXN act -5.6, SMARCA2 activ -3, NPR2 activator 0, sPLA2-III inh -17, GC-A act -5, hgDAF-12 ag -2.6, hcDAF12 agonist 0.7 and DAX1 inh-2 -0.9.
`O=C(NC1CCCC1)c1cc(-c2ccc(Cl)c(Cl)c2)on1` gave ssDAF-12 act -0.2, proKLK7 act -0.5, DAX1 inh-1 0.4, GAA850 FXN act 6.5, SMARCA2 activ 0, NPR2 activator -1, sPLA2-III inh 7, GC-A act 2, hgDAF-12 ag 4.2, hcDAF12 agonist 0.9 and DAX1 inh-2 -0.1.
For CCOc1ccc(C(=O)/C=C/Nc2ccc(S(=O)(=O)Nc3onc(C)c3C)cc2)cc1 the results were ssDAF-12 act -0.5, proKLK7 act 0.5, DAX1 inh-1 1.5, GAA850 FXN act 5.7, SMARCA2 activ 1, NPR2 activator -6, sPLA2-III inh -25, GC-A act 2, hgDAF-12 ag 6.7, hcDAF12 agonist 1.4 and DAX1 inh-2 0.2.
`Cc1noc(C)c1NC(=O)N(C)C[C@@H]1Oc2ncc(Br)cc2C(=O)N([C@@H](C)CO)C[C@H]1C` gave ssDAF-12 act -0.8, proKLK7 act -0.7, DAX1 inh-1 -0.1, GAA850 FXN act 2.6, SMARCA2 activ -2, NPR2 activator 5, sPLA2-III inh 15, GC-A act 2, hgDAF-12 ag 0.4, hcDAF12 agonist -0.1 and DAX1 inh-2 2.1.
`O=C(O)CCC(=O)NNC(=O)c1ccc(Br)cc1` gave ssDAF-12 act -1.2, proKLK7 act 0.0, DAX1 inh-1 0.0, GAA850 FXN act 1.7, SMARCA2 activ -3, NPR2 activator -8, sPLA2-III inh 9, GC-A act 2, hgDAF-12 ag -0.1, hcDAF12 agonist -1.2 and DAX1 inh-2 0.0.
Screening O=S(=O)(c1ccc(Cl)c(F)c1)N1CCC(c2nc(-c3ccncc3)no2)CC1 returned ssDAF-12 act -1.1, proKLK7 act -0.3, DAX1 inh-1 -0.5, GAA850 FXN act 0.1, SMARCA2 activ 0, NPR2 activator -4, sPLA2-III inh -5, GC-A act -2, hgDAF-12 ag -0.5, hcDAF12 agonist -0.1 and DAX1 inh-2 1.9.
For COc1ccccc1[C@@]1(C)ON(c2ccccc2C(F)(F)F)C1=O the results were ssDAF-12 act -0.9, proKLK7 act -0.9, DAX1 inh-1 -0.5, GAA850 FXN act -1.8, SMARCA2 activ 0, NPR2 activator 0, sPLA2-III inh -2, GC-A act 3, hgDAF-12 ag -1.5, hcDAF12 agonist -2.2 and DAX1 inh-2 -0.4.
